# S1P3 antagonist – antagonists of human S1P3 receptor | inhibition, % at 4.98 µM | Q99500 | AID 485 | 0.27% of 170,000 active | CHO S1P3 NFAT-BLA reporter, FRET fluorescence, antagonist mode;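 active = inhibition above the plate cutoff, the mean inhibition of test wells on that plate plus 3 SD, cut at about 28% in these data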;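 also: cells challenged with S1P at its EC80 of 0.8 µM; blue over green emission ratio from cleaved BLA substrate after 4 h stimulation; 0% = S1P-stimulated wells and 100% = unstimulated DMSO-only wells; some compounds past the cut are filed as inactive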
# PMI act satM6P – increases human PMI activity with near-saturating mannose 6-phosphate | P34949 | coupled PMI enzyme assay, resazurin fluorescence, 20 min; stronger effect = higher value; 1 = untreated enzyme, 0 = substrate-free blank | activation factor at 20 µM | 0.34% of 190,000 active | AID 1216;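 active = activation factor of 2 or more at 20 µM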
#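 Test system: Human PMI in coupled enzyme assay | Input: 15 ng/mL PMI | Medium: HEPES-buffered pH 7.4 with magnesium and detergent | Compound: One concentration, 20 µM, in 1% DMSO | Incubation: Enzyme reaction with compound 20 min at room temperature | Detection: Diaphorase-driven resazurin-to-resorufin fluorescence, excitation 544, emission 590 nm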
# Diaph inh CS – counter-screen for diaphorase-based assays: diaphorase inhibitors and chemical oxidizers; inhibition, % at 20 µM; AID 1217; 0.69% of 190,000 active; diaphorase resazurin-to-resorufin fluorescence, NADH, 16 min; bacterial (C. kluyveri) enzyme, not human;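 active = primary screen inhibition at 20 µM above a set limit, cut at about 50% in these data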;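 also: plate controls were DMSO with full reaction for no effect and wells lacking NADH for full effect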
#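 Benchmarks: positive control wells lacking NADH, neutral wells with DMSO only. System: bacterial diaphorase enzyme (C. kluyveri). Input: 0.14 U/mL diaphorase, enzyme working solution. Detection: resorufin fluorescence, excitation 544 nm, emission 590 nm. Times: 16-min room-temperature incubation before reading.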
# TLR4-MyD88 BLA – TLR4-MyD88 interaction inhibition in cells | HeLa CL3-4 TLR4/MyD88 BLA complementation, FRET ratio | inhibition, % at 8.4 µM | 0.18% of 200,000 active; in the data active = inhibition above about 25%;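 also: 0% = vehicle and 100% = reference inhibitor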
# Target sequence (O00206 whole entry, looked up): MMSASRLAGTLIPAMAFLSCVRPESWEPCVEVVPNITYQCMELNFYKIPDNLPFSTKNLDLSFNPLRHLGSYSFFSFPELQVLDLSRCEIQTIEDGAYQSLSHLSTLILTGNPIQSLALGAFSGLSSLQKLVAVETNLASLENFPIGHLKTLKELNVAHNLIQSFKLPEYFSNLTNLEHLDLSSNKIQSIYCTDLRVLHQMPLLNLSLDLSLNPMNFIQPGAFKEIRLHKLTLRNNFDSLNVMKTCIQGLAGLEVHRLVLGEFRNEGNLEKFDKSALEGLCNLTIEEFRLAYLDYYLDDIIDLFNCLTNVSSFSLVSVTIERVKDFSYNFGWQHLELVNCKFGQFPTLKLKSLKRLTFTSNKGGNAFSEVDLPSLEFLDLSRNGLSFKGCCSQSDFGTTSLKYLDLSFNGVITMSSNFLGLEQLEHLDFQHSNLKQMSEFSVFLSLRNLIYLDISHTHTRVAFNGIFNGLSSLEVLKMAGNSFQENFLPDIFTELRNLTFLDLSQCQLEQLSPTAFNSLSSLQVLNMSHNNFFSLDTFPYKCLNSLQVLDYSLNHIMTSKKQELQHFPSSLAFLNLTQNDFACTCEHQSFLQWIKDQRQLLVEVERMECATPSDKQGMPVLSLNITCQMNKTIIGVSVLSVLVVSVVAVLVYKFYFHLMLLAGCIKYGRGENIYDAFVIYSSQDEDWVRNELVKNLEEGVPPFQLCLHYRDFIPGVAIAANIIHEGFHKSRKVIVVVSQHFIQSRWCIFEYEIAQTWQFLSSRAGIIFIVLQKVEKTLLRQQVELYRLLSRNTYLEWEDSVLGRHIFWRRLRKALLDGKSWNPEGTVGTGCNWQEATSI
# Target sequence (Q99836 whole entry, looked up): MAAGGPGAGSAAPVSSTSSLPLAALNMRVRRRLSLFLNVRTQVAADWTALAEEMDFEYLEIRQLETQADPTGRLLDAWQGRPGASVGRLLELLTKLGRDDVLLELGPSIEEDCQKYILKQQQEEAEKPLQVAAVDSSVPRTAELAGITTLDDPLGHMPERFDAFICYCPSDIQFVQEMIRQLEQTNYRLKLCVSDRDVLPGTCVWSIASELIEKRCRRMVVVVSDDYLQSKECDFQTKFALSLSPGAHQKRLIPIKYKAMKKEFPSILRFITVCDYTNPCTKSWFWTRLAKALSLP
# Redox H2O2 prof – compounds producing H2O2 with reducing agent – biochemical, NIH compound library profiling, artefact control for MLSCN library redox annotation, primary screen. DTT-dependent redox cycling H2O2, phenol red/HRP absorbance; 100% = 100 µM peroxide control, 0% = buffer. activation, % at 10 µM. 0.03% of 200,000 active;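 active = activation of at least 50% relative to the plate's high and low controls in the primary single-dose screen; inactive = activation below 50%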;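 also: compound incubated with DTT at 0.8 mM final as the reducing agent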
# RAM inhibit – blocks the yeast RAM network. S. cerevisiae dse1pr::URA3 reporter, 5-FOA growth OD615, 2 d; analog-sensitive cbk1-as2 kinase mutant strain. inhibition, % at 50 µM. 1.8% of 190,000 active;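 active = inhibition above a set limit, 3 SD over mean compound inhibition, cut at about 8.4% in these data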;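 also: 0% = DMSO-only wells with no growth and 100% = 10 µM 1-NA-PP1 full growth; inhibition rescues growth on 5-FOA so higher OD means more RAM inhibition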
# G6PDH counter – inhibits Leuconostoc G6PDH, flagging false hits in G6PDH-based assays. inhibition, % at 5 µM. AID 1020. Purified L. mesenteroides G6PDH, diaphorase/resazurin coupled fluorescence, 45 min. 0.12% of 200,000 active
# Diaph act CS – activates diaphorase or chemically reduces, flagging diaphorase assay artifacts | 0.005% of 190,000 active | activation factor at 20 µM | Diaphorase/resazurin coupled assay, resorufin fluorescence, 16 min; stronger effect = higher value; 1 = vehicle wells, 0 = NADH-free wells | AID 1229;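 active = diaphorase activity raised at least twofold by the compound at 20 µM; inactive = activation factor below 2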
#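 Test system: Clostridium kluyveri diaphorase, purified enzyme; input: enzyme 0.07 U/mL final; buffer or medium: 50 mM HEPES pH 7.4 with 4.542 mM MgCl2, 0.005% Tween 20; also added: 0.114 mM NADH and 0.1 mM resazurin, final amounts; schedule: 16 min enzyme reaction, ambient temperature; technique: fluorescence of resorufin, 544 nm excitation, 590 nm emission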
# PMI act – phosphomannose isomerase (human) activation | purified human PMI, coupled resazurin fluorescence, 20 min; stronger effect = higher value; 1 = vehicle control, 0 substrate-free wells | activation factor at 20 µM | 0.005% of 190,000 active;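 active = activation factor of 2 or more at 20 µM, relative to plate controls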
# L major viab – Leishmania major promastigote growth inhibition; inhibition, % at 10 µM; AID 1063; Leishmania major promastigotes, resazurin fluorescence viability; 9% of 200,000 active;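 also: promastigotes grown with compound for 44 hours at 28 °C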
# Hsp70 activator – transcriptional activators of Hsp70; HeLa Hsp70 promoter luciferase reporter, luminescence; scaled: vehicle 0, proteasome-inhibitor control 100%; activation, % at 10 µM; 0.04% of 200,000 active; AID 1203;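 active = activation above the mean across all tested compounds plus 3 SD, cutoff set per campaign, cut at about 5.5% in these data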;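 also: 100% = MG132 at 30 µM as the positive control and 0% = DMSO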
# Active calls of the source: *; nt = not tested or not shown. Rule as the data show it, unless noted: active = inhibition above about 50%; inactive = the rest.
SMILES,S1P3 antagonist,PMI act satM6P,Diaph inh CS,TLR4-MyD88 BLA,Redox H2O2 prof,RAM inhibit,G6PDH counter,Diaph act CS,PMI act,L major viab,Hsp70 activator
CCCC(=O)Nc1nc2ccc(NC(=O)c3c(F)c(F)c(OC)c(F)c3F)cc2s1,8,0.9,22,16,0.1,4.0,-4,0.8,0.9,-1,-0.2
CCCN(CC1CC1)S(=O)(=O)c1ccc(-n2cnnn2)c(OC)c1,nt,1.2,-6,-11,0.4,1.3,15,1.1,1.1,-3,0.1
Cn1c(=O)[nH]c(=O)c2c1nc(Br)n2CCCc1ccccc1,nt,0.9,11,-4,0.2,0.8,5,0.9,0.8,0,-0.1
CCNC(=O)COC(=O)CCNC(=O)c1cccc(C)c1,-21,1.2,-4,-11,-0.7,0.7,4,1,1.4,-6,1.1
CC1CCN(CCC(=O)N/N=C/c2ccc([N+](=O)[O-])cc2)CC1,-2,1,1,3,-0.9,-0.4,12,1,1.1,81*,-0.3
O=C(CSc1nnc(-c2ccccc2)n1Cc1ccccc1)N1CCCC1,10,1,13,-14,-0.3,0.8,0,0.9,1,3,0.0
O=C1c2cc(S(=O)(=O)NCCO)ccc2-c2ccc(S(=O)(=O)NCCO)cc21,15,1,-10,-5,-1.4,1.1,7,1.1,1,3,-0.4
CCC(=O)Nc1cccc(NC(=O)c2ccc(C)cc2Cl)c1,9,0.9,-2,-3,9.1,1.2,16,1,0.9,7,-0.3
COc1ccc(CSc2nnc(C)s2)cc1F,-5,1,12,-2,-0.6,1.3,3,0.9,1,-2,-0.1
Cc1ccc(S(=O)(=O)Cn2nnnc2C(C(C)C)N2CCN(Cc3ccco3)CC2)cc1 (stereo not drawn),-36,0.9,26,12,-1.8,1.9,11,0.7,0.9,-2,-0.4
CC(C)Cc1nnc(NC(=O)CCC(=O)N2CCN(c3ccccn3)CC2)s1,nt,1,6,0,0.1,-0.1,2,0.9,1.1,-6,0.0
Cc1csc(NC(=O)CSc2nnc(-c3ccncc3)n2C)n1,-18,1,7,-10,2.3,0.7,-1,0.9,1.1,17,-0.4
O=C(c1cc(-c2ccncc2)nc2ccc(Br)cc12)N1CCN(c2ccccn2)CC1,-4,1,16,-12,0.5,-0.3,3,0.8,0.9,17,0.0
COC(=O)COc1ccc(S(=O)(=O)Nc2ccc(C(N)=O)cc2)cc1,-17,1,7,-1,-0.1,5.7,2,0.9,1,-2,-0.1
COc1ccccc1N1CCN(C(=O)c2ccc(S(=O)(=O)N3CCCCCC3)cc2)CC1,0,0.9,23,9,0.5,1.1,6,0.8,0.8,9,-0.4
Cc1ccccc1NC(=O)c1cccc(N2C(=O)C3C4CCC(C4)C3C2=O)c1 (stereo not drawn),nt,1,12,-7,0.0,1.9,0,0.9,1,-8,0.3
Cc1ccc(OCCNC(=O)C2CCCCC2)cc1,4,1,7,5,0.1,1.7,4,0.9,1,4,-0.3
CCOc1ccccc1C1C(C#N)=C(N)Nc2onc(-c3ccccc3)c21 (stereo not drawn),-8,0.9,18,5,1.5,6.5,-1,0.8,0.9,1,0.1
O=C(Nc1cccc(-c2ccc3nncn3n2)c1)c1ccco1,-6,1.1,3,-5,0.3,1.2,3,1,1.1,-2,-0.1
CC1CCCC(C)N1/N=C/c1ccccc1C(=O)O (stereo not drawn),-6,1,4,-1,-0.1,1.1,0,1,1.1,3,-0.4
CSc1ccc(CN(C)CC(=O)Nc2cccc(Br)c2)cc1,-5,1,8,8,0.5,1.0,0,0.9,0.9,-5,-0.4
Cc1c(N(CC(=O)O)S(=O)(=O)c2ccccc2)c(=O)n(-c2ccccc2)n1C,-28,1,-14,-9,-0.8,1.2,5,1.1,1.1,1,-0.1
CCn1cc(C(=O)OCC(=O)N2C(C)CCCC2C)c(=O)c2ccc(C)nc21 (stereo not drawn),-8,0.9,-5,-3,-1.6,-0.1,2,1,1.1,-5,-0.4
O=C(Nn1c(C2CCCCC2)nc2ccccc2c1=O)c1ccc([N+](=O)[O-])cc1,-4,0.8,18,-11,-0.4,3.0,1,0.8,0.9,0,0.0
CC(Sc1ccc2c(c1)OCCO2)C(=O)Nc1ncc(Cl)cc1Cl (stereo not drawn),nt,1.1,64*,-2,-2.2,1.7,18,0.4,1,-5,0.4
c1ccc(C2CC3CC(c4ccccc4)N2O3)cc1 (stereo not drawn),nt,nt,nt,-7,0.6,0.0,nt,nt,nt,-3,-0.4
CC(C)(C)c1ccc(OCCCC(=O)NC2=NCCS2)cc1,nt,1,-5,3,-0.1,-0.4,-1,1,1,-3,-0.4
COc1cccc(N(CC(=O)Nc2cccc(N(C)S(C)(=O)=O)c2)S(C)(=O)=O)c1,-30,0.9,11,-2,-0.1,0.6,6,0.9,0.9,-2,-0.5
O=C(CN1CCN(CCN2C(=O)c3cccc4cccc(c34)C2=O)CC1)c1ccc(F)cc1,nt,1.6,11,4,0.5,-0.1,-42,0.9,1.4,37,-0.4
Cc1nn(C(C)C(=O)NCc2ccco2)c(C)c1[N+](=O)[O-] (stereo not drawn),6,1,12,6,0.1,1.6,6,0.9,1,-8,-0.1
CO/N=C/c1cccn1-c1nccc(N(C)C)c1C#N,-8,1,5,3,-0.9,3.4,8,0.9,1,-2,0.0
COc1cccc(NC(=O)COC(=O)c2ccc(S(=O)(=O)NCc3ccco3)cc2)c1,nt,1,18,-6,0.2,3.6,-2,0.8,1,-3,-0.2
COc1ccc(OC)c(NC(=O)CCN2CCCCC2)c1,2,0.9,11,6,-0.2,-0.3,0,0.9,0.9,-2,-0.3
CCN(CC)S(=O)(=O)c1ccc(C)c(NC(=O)/C=C/c2cccs2)c1,2,0.9,14,11,0.1,2.2,8,0.9,1,9,-0.4
O=S(=O)(c1ccccc1)N(CC1CO1)c1cccc2ccccc12 (stereo not drawn),-24,0.8,16,7,-0.9,1.8,15,0.8,0.9,21,-0.3
CN(C)C(=O)CSc1nc(-c2ccccc2)c(-c2ccccc2)o1,-5,0.9,26,5,0.3,-0.9,8,0.7,0.9,18,0.2
O=C(NCCCN1CCc2ccccc2C1)C1CCN(c2nnc(-n3cccc3)s2)CC1,9,0.8,-9,10,-1.0,2.6,-7,1.1,0.8,19,-0.2
COc1ccc(CCNS(=O)(=O)c2ccc(Cl)s2)cc1OC,nt,1,12,3,2.2,0.4,5,0.9,0.9,2,-0.4
O=C1c2ccccc2S(=O)(=O)N1CC(O)COc1ccc(Cl)cc1 (stereo not drawn),nt,1,20,6,0.1,0.3,17,0.8,1,-8,-0.1
CCc1nn(C(C)C(=O)Nc2cccc(C)c2C)c(=O)c2cc3occc3n12 (stereo not drawn),-15,0.9,14,5,-0.5,3.7,-2,0.9,0.9,0,-0.4

# Complete entries, quoted from the list:
# Profile of O=S(=O)(c1ccccc1)N(CC1CO1)c1cccc2ccccc12 (stereo not drawn) : S1P3 antagonist: -24; PMI act satM6P: 0.8; Diaph inh CS: 16; TLR4-MyD88 BLA: 7; Redox H2O2 prof: -0.9; RAM inhibit: 1.8; G6PDH counter: 15; Diaph act CS: 0.8; PMI act: 0.9; L major viab: 21; Hsp70 activator: -0.3
# Profile of COc1ccc(CCNS(=O)(=O)c2ccc(Cl)s2)cc1OC : S1P3 antagonist: nt; PMI act satM6P: 1; Diaph inh CS: 12; TLR4-MyD88 BLA: 3; Redox H2O2 prof: 2.2; RAM inhibit: 0.4; G6PDH counter: 5; Diaph act CS: 0.9; PMI act: 0.9; L major viab: 2; Hsp70 activator: -0.4

# Other entries follow:
SMILES,S1P3 antagonist,PMI act satM6P,Diaph inh CS,TLR4-MyD88 BLA,Redox H2O2 prof,RAM inhibit,G6PDH counter,Diaph act CS,PMI act,L major viab,Hsp70 activator
COc1ccc(CCNC(=O)c2nnc(Cc3ccc(Cl)cc3)o2)cc1OC,nt,1.1,4,10,-1.0,0.0,2,1,1,-2,-0.3
Cc1ccc(N(C(=O)c2nsc(Cl)c2Cl)C(C(=O)NC2CCCC2)c2ccc(O)cc2)cc1C (stereo not drawn),13,0.9,23,-6,-0.7,4.6,-6,0.8,0.8,76*,-0.3
CCn1c(SCCOc2ccc(OC)cc2)nnc1C(CO)NC(=O)c1ccc(OC)cc1 (stereo not drawn),0,1,13,-7,0.7,2.0,-4,0.9,1,6,0.0
O=S(=O)(c1ccc(Cl)cc1)N1CCC(N2CCOCC2)CC1,nt,1,8,3,1.2,2.0,-5,0.9,0.9,91*,-0.2
Cc1nc2ccccc2n2c(O)c(CC(=O)O)cc12,7,1.1,12,-23,0.3,1.4,-14,0.9,1,-6,0.0
COc1cccc(CC(C(=O)Nc2cc(C)ccc2C)c2nn[nH]n2)c1OC (stereo not drawn),-4,1.1,1,-7,2.7,3.1,3,1,1.1,-6,-0.4
COC(=O)CCN(C1CCCCC1)S(=O)(=O)c1ccc(S(=O)(=O)N2CCCCC2)cc1,9,0.9,7,-3,2.9,2.4,0,0.9,1,5,-0.1
CN(Cc1nc(-c2cccs2)no1)CC(O)c1ccccc1 (stereo not drawn),4,1,12,-3,-1.2,-0.5,11,0.9,1,-5,-0.2
O=C1c2ccccc2C(=O)N1CCCCn1c(=O)oc2ccccc21,-7,1,13,11,3.0,-0.7,-2,0.9,1,-11,0.0
COc1cc(-c2nc3ccccn3c2/N=C/c2ccccc2)ccc1O,nt,0.9,16,-5,-4.4,0.7,4,0.8,0.8,8,-0.2

# Screens from PubChem.

# Outcome played no part in choosing rows. About 12% of those tested had a hit in this group.
